Tb MetRS inh: blocks T. brucei methionyl-tRNA synthetase activity. purified T. brucei MetRS, ATP depletion, Kinase-Glo luminescence. inhibition, % at 11.9 µM. 360,000 compounds, 0.4% hits;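 active = inhibition above a per-plate cutoff of the control wells' mean inhibition plus 3 SD, cut at about 5.5% in these data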;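 note: 0% = DMSO wells median and 100% = median of wells with control inhibitor compound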
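Dosing: 11.9 µM single point; system: parasite MetRS enzyme; technique: luminescence of leftover ATP; times: 15 min enzyme-compound preincubation, 2 h reaction, 10 min detection, 25 °C; replicates: each compound tested once; read-out basis: percent inhibition relative to median high and low control wells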
DNMT1 block: inhibitors of human DNMT1 | P26358 | DNMT1 molecular beacon, Hinp1I cleavage, fluorescence | inhibition (reported as % activation of signal), % at 10 µM | 360,000 compounds, 0.83% hits; in the data active = inhibition above about 50%
LMPTP inh: blocks human LMPTP phosphatase; P24666; inhibition, % at 20 µM; AID 651560; recombinant LMPTP-A, OMFP fluorogenic substrate, fluorescence intensity; 360,000 compounds, 0.22% hits;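 active = compounds that cut the enzyme signal by at least half of the control window in the single-dose screen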;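 note: plate controls were DMSO wells with enzyme plus substrate for no effect and substrate without enzyme for full effect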
Target sequence (P24666 whole entry, looked up): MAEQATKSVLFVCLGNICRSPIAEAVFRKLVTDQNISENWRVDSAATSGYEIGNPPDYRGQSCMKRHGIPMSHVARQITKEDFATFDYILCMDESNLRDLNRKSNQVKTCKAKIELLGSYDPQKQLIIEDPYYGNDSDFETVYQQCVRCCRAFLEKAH
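Test system: LMPTP-A phosphatase enzyme. Amount: LMPTP-A at 0.625 nM final in the reaction. Reagent: OMFP substrate, 400 µM final. Times: 50 min at room temperature. Signal: endpoint fluorescence intensity from OMFP dephosphorylation. Read-out basis: % inhibition. Benchmarks: no-enzyme and uninhibited controls.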
Neddyl block: inhibitors of human cullin neddylation. calls only at 25 µM. 360,000 compounds, 0.58% hits. P61081+Q13564. TR-FRET cullin neddylation, biochemical; in the data active = inhibition above about 36%
Target sequence (P61081 whole entry, looked up): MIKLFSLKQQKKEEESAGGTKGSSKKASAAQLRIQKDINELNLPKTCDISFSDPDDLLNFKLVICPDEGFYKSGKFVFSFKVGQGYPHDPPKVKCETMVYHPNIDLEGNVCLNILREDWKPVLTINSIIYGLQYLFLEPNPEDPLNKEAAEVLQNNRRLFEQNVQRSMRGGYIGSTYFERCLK
Target sequence (Q13564 whole entry, looked up): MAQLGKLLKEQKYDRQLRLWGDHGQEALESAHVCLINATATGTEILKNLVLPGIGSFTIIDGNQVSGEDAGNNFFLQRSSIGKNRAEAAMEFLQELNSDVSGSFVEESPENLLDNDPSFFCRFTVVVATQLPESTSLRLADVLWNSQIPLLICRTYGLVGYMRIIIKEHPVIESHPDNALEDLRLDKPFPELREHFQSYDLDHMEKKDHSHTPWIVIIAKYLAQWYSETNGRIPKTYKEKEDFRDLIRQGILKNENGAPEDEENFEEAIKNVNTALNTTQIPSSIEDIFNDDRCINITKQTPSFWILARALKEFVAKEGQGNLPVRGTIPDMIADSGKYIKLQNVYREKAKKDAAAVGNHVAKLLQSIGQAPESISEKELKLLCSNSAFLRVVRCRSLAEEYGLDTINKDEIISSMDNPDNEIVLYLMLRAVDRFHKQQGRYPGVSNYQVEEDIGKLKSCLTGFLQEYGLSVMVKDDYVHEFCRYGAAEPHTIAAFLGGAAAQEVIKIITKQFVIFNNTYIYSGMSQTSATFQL
SKN-1 block: inhibitors of C. elegans SKN-1; C. elegans VP596 Pgst-4::GFP/RFP ratio, acrylamide-induced, 24 h; inhibition, % at 21.8 µM; 360,000 compounds, 0.49% hits; AID 624304;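 active = interference check ratio from 0.5 to 1.5 plus GFP to RFP signal ratio inhibition reaching or exceeding a fixed threshold, cut at about 30% in these data, passing the limit was not always enough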; note: some compounds called inactive have numbers as strong as hits
STEP inh: inhibitors of human striatal-enriched phosphatase STEP. P54829. recombinant STEP, OMFP fluorogenic substrate, fluorescence. inhibition, % at 20 µM. 360,000 compounds, 0.25% hits;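 active = inhibition at 20 µM, scaled per plate between control wells, above about 37%, limit read from the data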;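 note: 0% = DMSO with enzyme and substrate and 100% = substrate only without enzyme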
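material = STEP tyrosine phosphatase | reagent = fluorogenic phosphatase substrate OMFP at 25 µM final | doses = single compound dose of 20 µM, 1% DMSO final | schedule = 20 min reaction, room temperature, in the dark | measured by = fluorescence, 480/540 nm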
Scp1 inh: inhibitors of human Scp-1 phosphatase; inhibition, % at 20 µM; Q9GZU7; AID 493091; Recombinant Scp1, phosphopeptide, malachite green phosphate absorbance; 340,000 compounds, 0.88% hits;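 active = inhibition above about 50% at 20 µM, limit read from the data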;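 note: plate controls were DMSO wells with enzyme for no effect and wells lacking enzyme for full effect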
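Material – SCP-1 phosphatase catalytic domain, residues 76-261 · Buffer or medium – Acidic Tris acetate buffer with magnesium and detergent · Also added – Phospho 17-mer peptide substrate · Compound – single 20 µM dose, 1% DMSO · Times – 45 min room-temperature reaction, 5 min colour, 30 min stabiliser · Technique – Phosphate-binding colour reagent, absorbance read at 630 nm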
NRP1-CendR mod: modulators of CendR peptide binding to human neuropilin-1; O14786; FAM-RPARPAR peptide binding to NRP-1, fluorescence polarization; inhibition, % at 25 µM; 360,000 compounds, 0.85% hits;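 active = inhibition or corrected inhibition above about 18%, plus a signal ratio from 0.5 to 1.5, limit read from the data, passing the limit was not always enough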; note: strong numbers were not always called active
NadD block: inhibitors of Staphylococcus aureus NadD | purified NadD enzyme, colorimetric absorbance read-out | inhibition, % at 20 µM | 360,000 compounds, 0.78% hits; in the data active = inhibition above about 26%; note: some compounds past the cut are filed as inactive
SUMO1-SIM PPI: modulators of human SUMO1-mediated protein-protein interactions; SUMO1 binding to a labelled peptide, TR-FRET, 1 h; P63165; inhibition, % at 20 µM; 360,000 compounds, 0.33% hits; AID 602429; in the data active = inhibition above about 37%
Target sequence (P63165 whole entry, looked up): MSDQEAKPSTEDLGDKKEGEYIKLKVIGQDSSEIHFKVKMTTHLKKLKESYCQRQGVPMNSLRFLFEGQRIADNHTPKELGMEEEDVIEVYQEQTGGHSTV
Active calls of the source: *; i = inactive; · = not tested or not shown.

Order of results – Tb MetRS inh, DNMT1 block, LMPTP inh, Neddyl block, SKN-1 block, STEP inh, Scp1 inh, NRP1-CendR mod, NadD block, SUMO1-SIM PPI
1	O=C(CSc1n[nH]c(=O)n1C1CC1)Nc1ccc(OC(F)(F)F)cc1
 : 0.0, 2, -0.9, i, 17, -3, 10, 8, -3, -21
2	Cc1ccc(NC(=O)COC(=O)c2c[nH]c3ccccc23)cc1C
 : 0.3, -3, 1.0, i, 8, -3, -11, -1, -6, 10
3	CCCC[C@@H]1CN=C(N)N1CC(C)(C)C
 : -0.2, 1, -0.7, i, -7, 0, -8, -1, -2, 2
4	COc1cccc(C(=O)Oc2cccc(N3C(=O)C4C5CC(C(Br)C5Br)C4C3=O)c2)c1 (centres undefined)
 : -0.3, -10, 1.3, i, 0, -3, -5, -7, 9, 0
5	COc1ccc(CCNC(=O)C(=O)Nc2ccc3c(c2)OCCO3)cc1OC
 : -0.2, -6, 0.1, i, -3, 0, -6, -10, 6, 1
6	CSc1nc(-c2ccco2)nn1C(=O)c1ccco1
 : -0.8, -1, -1.0, i, 19, -3, -10, -15, -4, 6
7	Cc1cc(NCCCN2CCOCC2)n2ncc(-c3ccc(Cl)cc3)c2n1
 : -0.1, -2, 0.5, ·, 16, 6, -7, 9, -11, 6
8	CCn1c(SCC(=O)Nc2ccc(F)cc2)nnc1C1CC1
 : -0.7, 2, -0.8, i, 5, -1, 6, -3, 1, 0
9	O=C(CN(C1CCCCC1)S(=O)(=O)c1ccc(Br)cc1)NCc1ccncc1
 : 0.0, 1, -1.0, i, 4, 2, -11, -4, 0, -6
10	O=C(CSc1nc2ccccc2s1)N1N=C(c2cccs2)CC1c1ccc(F)cc1 (centres undefined)
 : -0.9, -3, 5.2, i, 10, 2, -10, 7, 0, 1
11	CCOC(=O)N1CCC(NC(=O)COc2cc(=O)n(C)c3ccccc23)CC1
 : -0.6, 3, 1.2, i, 5, 0, 16, 10, -2, -2
12	Cc1cc(C)c(C(=O)N2CCCC(CNS(=O)(=O)N(C)C)C2)o1 (centres undefined)
 : 0.0, 0, -1.6, i, 15, -3, -9, 4, 0, -1
13	CC1CCN(c2nnc(N3CCC(C)CC3)c3ccccc23)CC1
 : -0.2, 4, 3.2, ·, -1, 4, -3, -13, 1, 6
14	COc1cccc(C(NC(C)=O)c2nc(-c3cccnc3)cs2)c1 (centres undefined)
 : 0.2, 4, -0.8, i, 10, -4, ·, 1, -2, 4
15	O=C(CCN1CCCCCC1)Nc1ccc(F)c(F)c1
 : -0.1, -2, -2.3, i, -6, 2, 1, 4, -3, 2
16	CC(=O)c1ccccc1OCC(O)CN1CCN(CCN2C(=O)c3cccc4cccc(c34)C2=O)CC1 (centres undefined)
 : -1.4, 9, 3.9, i, -14, 0, 9, 0, -17, -25
17	O=C(CCCCCNC(=O)c1ccccc1)N/N=C/c1ccc(O)cc1O
 : -0.5, 0, -0.8, i, -4, 0, -8, -11, -1, 2
18	C[C@H](CO)N1C[C@H](C)[C@@H](CN(C)C(=O)NC2CCCCC2)Oc2c(NC(=O)C3CC3)cccc2C1=O
 : -0.7, 6, -0.7, i, -6, 0, 0, -11, 0, 7
19	O=C(CN1CCN(C(=O)c2ccc(-c3nc4ccccc4s3)o2)CC1)Nc1ccc(F)cc1
 : -0.4, -7, 2.6, i, 11, 0, 1, 0, 4, -31
20	Cc1ccsc1C(=O)OCC(=O)c1ccc(OC(F)F)cc1
 : -0.3, 5, -0.1, i, 2, 1, -10, 5, -4, -3
21	COc1cccc(C(=O)NC(=S)Nc2ccc3[nH]c(=O)[nH]c3c2)c1
 : -0.6, -4, -0.6, i, -5, 0, -7, 2, 9, 3
22	CSc1nc(C)cc(OCC(=O)N2CCOCC2)n1
 : -0.4, 0, -1.2, i, 3, -7, 0, -1, 1, -1
23	COc1ccc(S(=O)(=O)N(CC(=O)NCC2CCCO2)Cc2ccccc2)cc1 (centres undefined)
 : 0.1, 2, -1.6, i, -1, -1, -5, 5, -9, 0
24	Cc1cc(Cl)nc(Cl)c1C(=O)NCc1ccc(Cl)cc1
 : 1.0, 2, 0.9, i, 3, 0, -7, 8, 4, 2
25	COc1ccc(NS(=O)(=O)c2cc(NC(=O)CC3CCCC3)ccc2N2CCOCC2)cc1
 : -0.4, -1, 1.6, i, -1, -1, -6, -4, -2, -1
26	N#CCCn1cc(C(=O)CN2C(=O)NC3(CCc4ccccc43)C2=O)c2ccccc21 (centres undefined)
 : -0.2, -9, 0.0, i, 16, -1, ·, -6, 0, -1
27	Cc1ccc(C)c(NC(=O)C(Sc2nc3ccc(C)cc3[nH]2)c2ccccc2)c1 (centres undefined)
 : 2.2, 13, 2.0, i, 5, 1, -7, -2, 12, -3
28	Cc1ccc(S(=O)c2ccc(NC(=O)C3CC3)cc2C#N)cc1 (centres undefined)
 : 0.4, 1, 1.0, i, 0, -4, -5, -2, -2, -3
29	CCN1CCN(c2cc(C)c3cc(NC(=O)Cc4ccc(OC)c(OC)c4)ccc3n2)CC1
 : -0.3, -8, 4.7, ·, 4, 1, -9, -10, 2, -5
30	NC1=NC(=O)/C(=C\C=C\c2ccccc2)S1
 : 0.3, -3, -0.9, i, 3, -3, -8, -13, -2, -4
31	CCOP(=O)(OCC)C(NC(=O)c1cc([N+](=O)[O-])cc([N+](=O)[O-])c1)C(F)(F)F (centres undefined)
 : 1.4, -6, -0.2, i, 8, -5, -7, 13, 7, -5
32	CCC1(CC)NC(=O)N(CC(=O)OC(C)C(=O)Nc2ccc(Cl)cn2)C1=O (centres undefined)
 : -0.1, 0, -1.6, i, 10, 1, -5, -6, -3, -4
33	Cc1cccc2c1-c1sc(C(=O)NCCCN3CCC(C)CC3)cc1CO2
 : -0.3, -2, 0.3, i, -2, 4, 1, 2, 2, -65
34	O=C(C1CCC1)N1CCc2cc(S(=O)(=O)NCc3cccnc3)ccc21
 : 0.3, 4, 0.5, i, 10, 4, -6, 0, -6, 2
35	CC1=NNC(=O)C1CC(=O)N/N=C/c1ccc(C)o1 (centres undefined)
 : 0.5, -2, -1.4, i, 13, 1, -9, -6, 4, -8
36	O=C1N(Cc2ccccc2)c2ccc(Cl)cc2C12OCCO2
 : -0.3, 1, 1.1, i, -12, 0, -8, 1, -6, 0
37	CC1CCCCC1NC(=O)Cn1c(=O)cnc2ccccc21 (centres undefined)
 : -0.1, 1, -0.1, i, -12, -3, -2, 7, -1, -9
38	CCCc1nn(C)c2c(=O)[nH]c(-c3cc(S(=O)(=O)Nc4ccc(NC(C)=O)cc4)ccc3OCC)nc12
 : 1.1, -12, 1.4, i, -3, 0, 11, -3, 2, 4
39	CN1CCC(N(C)C(=O)/C=C/c2cn(-c3ccccc3)nc2-c2cccs2)CC1
 : -0.9, -12, -2.1, ·, 1, 2, -6, -8, -2, -14
40	CCOc1ccc(CN2CCN(CC3=Cc4cccc(OC)c4OC3)CC2CCO)cc1 (centres undefined)
 : -0.7, 1, -0.6, i, 6, -3, -3, -2, -8, 3
41	COc1ccc(C(=O)NC(=S)NCc2cccnc2)cc1Br
 : 0.4, -4, 2.1, i, 0, 1, 1, 6, -1, 1
42	COc1ccc(-c2cc(C)no2)cc1S(=O)(=O)Nc1cccc(CN2CCCC2)c1
 : -1.5, -6, 2.9, i, -5, -2, 6, -4, 3, 3
43	CC(=O)NC12CC3CC(C1)CC(C(=O)N1CCN(S(=O)(=O)c4cccc(F)c4)CC1)(C3)C2
 : -0.1, 0, -1.0, i, -1, 0, -5, -2, -4, 0
44	CC(C)(C)S(=O)(=O)c1cnc(-c2ccccn2)nc1N
 : 0.3, 0, -1.2, i, 9, -4, 0, 11, 0, 1
45	CCOC(=O)N1CCN(CC(=O)N2c3ccccc3CC2C)CC1 (centres undefined)
 : -0.5, -1, -1.1, i, -12, -1, -3, -6, 0, 3
46	N/C(=N\OC(=O)CCC1CCCC1)c1cccnc1
 : -0.5, 3, -2.8, i, -1, -2, -3, 3, -5, 3
47	O=C(c1ccco1)N1CCN(C(=O)c2ccc(COc3ccc4c(c3)CCC4)o2)CC1
 : -1.9, 8, -0.3, i, -40, 1, 9, 1, -2, -1
48	COc1ccc2cc(CCNC(=O)c3cccs3)c(=O)[nH]c2c1
 : -0.9, 5, -2.6, i, 4, 3, -9, 7, 2, 3

Structural class, the compounds so far containing fluorine
Order of results – Tb MetRS inh, DNMT1 block, LMPTP inh, Neddyl block, SKN-1 block, STEP inh, Scp1 inh, NRP1-CendR mod, NadD block, SUMO1-SIM PPI
1	O=C(CSc1n[nH]c(=O)n1C1CC1)Nc1ccc(OC(F)(F)F)cc1
 : 0.0, 2, -0.9, i, 17, -3, 10, 8, -3, -21
8	CCn1c(SCC(=O)Nc2ccc(F)cc2)nnc1C1CC1
 : -0.7, 2, -0.8, i, 5, -1, 6, -3, 1, 0
10	O=C(CSc1nc2ccccc2s1)N1N=C(c2cccs2)CC1c1ccc(F)cc1 (centres undefined)
 : -0.9, -3, 5.2, i, 10, 2, -10, 7, 0, 1
15	O=C(CCN1CCCCCC1)Nc1ccc(F)c(F)c1
 : -0.1, -2, -2.3, i, -6, 2, 1, 4, -3, 2
19	O=C(CN1CCN(C(=O)c2ccc(-c3nc4ccccc4s3)o2)CC1)Nc1ccc(F)cc1
 : -0.4, -7, 2.6, i, 11, 0, 1, 0, 4, -31
20	Cc1ccsc1C(=O)OCC(=O)c1ccc(OC(F)F)cc1
 : -0.3, 5, -0.1, i, 2, 1, -10, 5, -4, -3
31	CCOP(=O)(OCC)C(NC(=O)c1cc([N+](=O)[O-])cc([N+](=O)[O-])c1)C(F)(F)F (centres undefined)
 : 1.4, -6, -0.2, i, 8, -5, -7, 13, 7, -5
43	CC(=O)NC12CC3CC(C1)CC(C(=O)N1CCN(S(=O)(=O)c4cccc(F)c4)CC1)(C3)C2
 : -0.1, 0, -1.0, i, -1, 0, -5, -2, -4, 0
